Screening data from PubChem.
RBX1-CUL1 inh = inhibitors of human ROC1-CUL1 ubiquitin ligase activity; 0.6% of 140,000 active; inhibition, % at 10 µM; in vitro K48 di-Ub FRET, acceptor:donor ratio, 45 min; AID 1347404; P62877+Q13616; in the data active = inhibition above about 25%
Target sequence (P62877 whole entry, looked up): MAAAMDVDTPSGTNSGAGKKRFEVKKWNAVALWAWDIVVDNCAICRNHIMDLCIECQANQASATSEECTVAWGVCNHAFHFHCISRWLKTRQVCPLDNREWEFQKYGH
Target sequence (Q13616 whole entry, looked up): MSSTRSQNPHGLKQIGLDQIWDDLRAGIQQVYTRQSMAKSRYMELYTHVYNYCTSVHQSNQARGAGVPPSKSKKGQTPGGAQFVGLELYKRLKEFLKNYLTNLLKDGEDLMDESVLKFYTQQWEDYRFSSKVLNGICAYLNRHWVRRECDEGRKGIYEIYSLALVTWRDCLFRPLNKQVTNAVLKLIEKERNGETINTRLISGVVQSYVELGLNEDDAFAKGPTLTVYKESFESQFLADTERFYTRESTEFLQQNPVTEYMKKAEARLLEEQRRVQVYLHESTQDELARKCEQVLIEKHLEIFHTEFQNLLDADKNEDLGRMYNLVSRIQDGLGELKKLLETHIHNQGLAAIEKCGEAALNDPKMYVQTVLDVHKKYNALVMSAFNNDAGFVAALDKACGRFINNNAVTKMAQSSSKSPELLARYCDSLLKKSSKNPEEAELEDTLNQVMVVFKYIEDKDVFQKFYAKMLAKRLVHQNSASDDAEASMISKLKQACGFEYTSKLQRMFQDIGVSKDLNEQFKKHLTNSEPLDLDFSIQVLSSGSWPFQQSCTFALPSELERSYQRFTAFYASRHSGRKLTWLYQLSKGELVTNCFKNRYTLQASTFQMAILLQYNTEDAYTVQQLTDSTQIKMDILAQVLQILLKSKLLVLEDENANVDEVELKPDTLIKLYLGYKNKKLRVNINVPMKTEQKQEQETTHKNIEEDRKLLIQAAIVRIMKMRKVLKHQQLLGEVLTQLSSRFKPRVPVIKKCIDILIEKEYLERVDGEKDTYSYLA
An asterisk follows results filed as active.

RBX1-CUL1 inh,structure
1,C=C(C)CNC(=O)c1cc(COc2ccc(F)cc2F)on1
-1,COc1ccc(/C=C/C(=O)N2CCc3c(cnc(C)c3CNC(=O)c3cccs3)C2)cc1OC
11,COCCNC(=O)c1ccc(NS(C)(=O)=O)c(C)c1
4,C=CCn1c(-c2ccc(OC)cc2)csc1=Nc1ccc(NC(C)=O)cc1
5,COc1ccccc1Oc1ncccc1CNC(=O)c1ccoc1
1,C/C(=N\NC(=O)CCCC(=O)O)c1c(-c2ccccc2)c2cc(Cl)ccc2[nH]c1=O
-4,O=C(NN1CCCCC1)c1ccccc1
0,CN(Cc1n[nH]c2c1CCCC2)C(=O)Cn1nnnc1CN1CCCCCC1
10,COc1ccc(CC2(CCC(=O)NCCc3ccccc3C(F)(F)F)CCC(=O)N2)c2ccccc12 (configuration not stated)
7,Cc1ccc(OCC(=O)N2CCN(c3ncccn3)CC2)cc1
-5,O=C(Cn1nnnc1-c1ccccc1F)Nc1ccc(F)c(F)c1
-4,CCOC(=O)c1ccccc1NS(=O)(=O)c1c(-c2ccc(C)cc2)csc1C(=O)OC
17,O=C(CSc1nc(-c2ccccc2)cc(=O)[nH]1)Nc1ccccc1F
-1,COC(=O)c1ccc(/C=N/NC(=O)c2ccc3ccccc3c2)cc1
1,CC1CCCC1OCC(O)CN1C(C)(C)CCCC1(C)C (configuration not stated)
-5,COc1ccc(CN2CCN(C(C)C)CC2)cc1OCC(O)CN1CCCCCCC1 (configuration not stated)
-1,O=C1c2ccccc2NC(c2ccc3c(c2)OCO3)N1Cc1ccco1 (configuration not stated)
6,Cc1nc2ccc(C(=O)Oc3ccc(Cl)cc3)cc2nc1C
-4,O=C1CC(=O)c2c(c3c(n(-c4ccccc4)c2=O)CCCCC3)O1
-8,O=C(Cn1c(=O)n(Cc2ccc3c(c2)OCO3)c(=O)c2oc3ccccc3c21)Nc1ccccc1F
1,Cc1ccc(Cn2c(SCC(=O)N/N=C/c3ccco3)nc3ccccc32)cc1
4,Nc1c(C(=O)Nc2ccccc2F)sc2nc3c(cc12)CCCC3
2,Cc1csc(CN(C)C(=O)Cn2ncc(N3CCCC3)cc2=O)n1
-2,COc1ccc(OC)c(NC(=O)C2CCN(S(C)(=O)=O)CC2)c1
-5,CCN(CC)CCCNc1cc(-c2ccccc2)nc(C)n1
8,Cc1cc(Cl)ccc1OCC(=O)Nc1nc(-c2ccc(Br)cc2)cs1
-7,Cc1ccc(Cn2c(SCC(=O)N/N=C/c3ccc(O)cc3O)nc3ccccc32)cc1
0,CC1=NC(=O)C(C#N)=C(C)C1CSc1ncccn1 (configuration not stated)
-6,N=C1S/C(=C\c2ccco2)C(=O)N1c1ccc2c(c1)OCO2
-4,O=C(Oc1cccc2ccccc12)c1ccccc1F
10,Cc1cc(C)n2nc(SCC(=O)N(C)c3ccccc3)nc2n1
-5,Cc1ccc(NC(=O)Nc2nnc(N3CCCC3)s2)cc1
2,O=C(Cn1c(=O)nc(-c2ccccc2)c2ccccc21)Nc1cccc(C(F)(F)F)c1
1,CC(C)(C)C1CCC(=NNC(=O)CN(c2ccccc2)S(C)(=O)=O)CC1 (configuration not stated)
-1,COc1cc(CNc2ccc3[nH]c(=O)[nH]c3c2)cc(Cl)c1OCc1ccccc1F
-2,COc1ccc(N2CCN(c3oc(-c4ccccc4C)nc3S(=O)(=O)c3ccccc3)CC2)cc1
6,COc1ccc(CN2C[C@H]3OC(=O)N(Cc4ccc(OC)c(OC)c4)[C@H]3C2)cc1
-4,CCCn1c(C)c(CC(=O)N[C@H]2CCCCNC2=O)c2c1CC(C)(C)CC2=O
-1,CCOC(=O)/C=C(\C)n1cc2c(=O)n(C)c(=O)n(C)c2n1
9,CCOc1ccc(-n2nnc(C(=O)Nc3c(C)cccc3C)c2C)cc1
0,CCN(C(=O)c1cc2c(Cl)nc3ccccc3c2s1)c1cccc(Cl)c1
0,Cc1cccnc1NC(=O)C1(c2ccccc2)CCCC1
-3,CCC1CCCCN1CCCNC(=O)CN1C(=O)c2cccnc2Oc2ccc(C)cc21 (configuration not stated)
0,COC(=O)CCCC(=O)N1CCC2(CCCN(Cc3cccc(C)c3)C2=O)C1 (configuration not stated)
0,Cc1ccc(Cn2cc(/C=C(/C#N)C(=O)Nc3cccc(Cl)c3)c3ccccc32)cc1
5,CCOC(=O)C1CCN(C(=O)Cn2c(=O)cc(C)c3c(C)nn(C)c32)CC1
2,CCCc1ccc(OCC(=O)Nc2ccc(S(=O)(=O)Nc3onc(C)c3C)cc2)cc1
5,Cc1cccc2nc(CSc3nc4ccccc4s3)c(Br)n12
1,Cc1cccc(CS(=O)(=O)Nc2ccccc2C)c1
3,CCSc1nnc2n(-c3ccccc3)c(=O)c3c4c(sc3n12)CN(Cc1ccccc1)CC4

Further entries.
RBX1-CUL1 inh,structure
0,O=C(Cc1cccc2ccccc12)Nc1nc2c(Cl)cccc2s1
-10,CCOc1ccccc1C(=O)N(Cc1ccccc1F)C1CCS(=O)(=O)C1 (configuration not stated)
-2,CC(=O)c1nnc(C)cc1C(N)=O
-2,Cc1cn2c(=O)cc(COc3cc(C)c(Cl)c(C)c3)nc2s1
8,Cn1c(=O)c2c(=O)c(N)c(Nc3ccccc3)[nH]c2n(C)c1=O
5,CCN(CC)c1ccc(NC(=O)c2c(C)noc2C)cc1
15,O=C(Nc1ccnn1C1CCN(C2CCCC2)CC1)c1cccnc1
-9,COc1cc(=O)n2c(c1C(=O)NCCCn1ccnc1)CCN(Cc1ccc(C(C)C)cc1)CC2
-6,CCCOc1ccccc1C(=O)Nc1ccc(-c2nc3ccc(C)cc3s2)cc1
-1,CC1CCC(NC(=O)CCc2cn(Cc3ccccc3Cl)c3ccccc23)CC1 (configuration not stated)
3,O=C(Oc1ccc(C(=S)N2CCOCC2)cc1)c1cccc2ccccc12
3,Cc1cccc(N2CCN(C(=O)CC3C(=O)NCCN3C(C)C)CC2)n1 (configuration not stated)
0,CCOC(=O)c1cc(C)n2nc(-c3ccc(Cl)cc3)cc2n1
3,Cc1ccc(NCc2cccn2-c2nnc(N3CCC(C(=O)NCCc4ccc(Cl)cc4)CC3)s2)cc1
-9,CCc1ccc2occ(CC(=O)N(Cc3ccc(N(C)C)cc3)C3CCS(=O)(=O)C3)c2c1 (configuration not stated)
-2,CCCc1nn(C)c(C(=O)Nc2cccc(C)c2)c1Cl
-5,C#CCn1c(/C=C/c2ccc(Cl)cc2)nc2ccccc21
12,O=C(O)c1cccnc1Sc1nnnn1-c1ccccc1
1,Cc1nc2ccc(S(=O)(=O)CCC(=O)Nc3ccc(C(C)C)cc3)cc2s1
-6,Cc1ccccc1Cc1c(C)nc2nc(SCC(=O)NCCc3ccc(Cl)cc3)nn2c1C
4,O=C(Nc1ccccc1)OC1CCS(=O)(=O)C1 (configuration not stated)
10,Cc1ccc(C)c(NS(=O)(=O)Cc2ccccc2C)c1
-8,CC(C)(C)OC(=O)n1cc(C(C)(C)C#N)c2ccccc21
9,COC1CCCN(C(=O)CC2(c3ccccc3C)CC(=O)N(Cc3cccnc3)C2=O)C1 (configuration not stated)
1,CCC(C)(C)c1nnc(NC(=O)NC(C)Cn2cncn2)s1 (configuration not stated)
2,Cc1ccc(-c2[nH]nc3c2C(c2c(F)cccc2Cl)C(C#N)C(=N)O3)cc1C (configuration not stated)
-7,COc1ccc(C=C2C(=O)NC(=S)NC2=O)cc1OCc1c(Cl)cccc1Cl
11,CC1CCCCN1CC(=O)N1CCCc2c1c(=O)oc1ccc(OCc3ccccc3)cc21 (configuration not stated)
2,Cc1ccc(SCCNc2cc(C3CCNCC3)nc(C)n2)cc1
0,CN1C(=O)C(=N/N=C2\CCCc3c2[nH]c2ccc(C(C)(C)C)cc32)c2ccccc21
8,CC1=NCCN1CCOC(c1ccccc1)c1ccc(Cl)cc1Cl (configuration not stated)
-1,CCOc1ccccc1OCC(=O)Nc1nc(-c2ccc(Cl)cc2)cs1
0,Clc1ccc(NC2(c3nnnn3C3CCCCC3)CCCCC2)cc1
5,O=C(O)c1ccccc1CSc1cccs1
1,c1ccc(CCC2CCCN(Cc3cccnc3)C2)cc1 (configuration not stated)
5,Cc1csc2nc(-c3cccc(NC(=O)c4ccccc4Cl)c3)cn12
10,O=C(CN1C(=O)COc2ccc(S(=O)(=O)NC3CCCC3)cc21)NCc1ccccc1Cl
5,CC(C)(C)NC(=O)CSc1nnc(-c2ccco2)o1
6,CCN(CC)CCOC(=O)c1ccc(NC(=O)COc2ccc(C)cc2C)cc1
12,CCCC(=O)Nc1cccc(Cl)c1N1CCN(C(=O)C(C)C)CC1
1,Cc1noc(/C=C/c2ccccc2F)c1S(=O)(=O)N1CCC(C(=O)NCC(C)c2ccccc2)CC1 (configuration not stated)
12,Cn1cnnc1Sc1ccc(CN2CCC(CCC(=O)N3CCCC3)CC2)o1
-1,COC(=O)c1cc(OC)c(OC)cc1NC(=O)NS(=O)(=O)c1ccc(C)cc1
-1,Cc1ccc(/C=N/NC(=O)c2ccc(C)nc2)c(O)c1
3,CC(C)c1cccc(C(C)C)c1N=Cc1ccccc1O
-1,Cc1ccc(CN2C(=O)c3ccccc3Sc3ccc(C(=O)OCc4ccco4)cc32)cc1
-10,CCNS(=O)(=O)c1cc(C(=O)NC(C)(C)C)ccc1OC
6,CC1C(=NC(=O)C2CCN(S(=O)(=O)c3ccccc3)CC2)C(=O)N(c2ccccc2)N1C (configuration not stated)
-13,COc1ccc(C(=O)C2C(=O)C(=O)N(Cc3cccnc3)C2c2ccc(C)cc2)cc1C (configuration not stated)
-3,CCOC(=O)c1cccc(NC(=O)Cn2ncc3c4ccccc4n(Cc4ccccc4)c3c2=O)c1

(list continues)
RBX1-CUL1 inh,structure
-2,COc1ccc(N2CCN(C(=O)c3cnc(N4CCCC4)nc3C)CC2)cc1
5,Cc1cccc(-n2nnc(-c3nnc(-c4ccccc4)o3)c2C)c1
-4,CCOc1ccc(OCC)c(NS(=O)(=O)c2c(C(=O)N3CCCCCC3)c(C)n(C)c2C)c1
-9,COc1cc(/C=C/c2nc(C#N)c(NCCc3ccccc3)o2)cc(OC)c1OC
-6,O=S(=O)(Nc1ccc(S(=O)(=O)NC2CCCCC2)cc1)c1ccccc1
9,COc1ccc2nc(CNC(=O)c3oc4ccc(C)cc4c3C)[nH]c2c1
-6,CN(C)CCOc1ccc2c(c1)Sc1ccccc1CC2=O
-4,CCCNS(=O)(=O)c1cc(C(=O)NC)ccc1OC
-4,C=CCNC(=O)Nc1ccc(Cl)cn1
3,Cc1ccc(CNC(=O)c2cn(C)c3ccc(S(=O)(=O)N(C)C4CCCCC4)cc3c2=O)cc1
7,COc1cc(-c2nnc(SCCOc3ccc(C)c(Cl)c3)o2)cc(OC)c1OC
2,O=[N+]([O-])c1ccc2nonc2c1Nc1cccc(C(F)(F)F)c1
-1,Cc1ccccc1-c1noc(CSc2nnc(Cc3ccccc3)n2-c2ccc(F)cc2)n1
-4,CN(C)CCN1CC(C(=O)N2CCC(c3cc(=O)[nH]cn3)CC2)CC1=O (configuration not stated)
-6,CCc1noc(C)c1C(=O)Nc1ccc(C)c(C)c1
12,COc1ccc(Cl)cc1CN1CCN(c2ncnc3scc(-c4ccc(F)cc4)c23)CC1
5,COc1ccc(S(=O)(=O)C2C(=O)Nc3cc(C(=O)NCc4ccccc4)ccc3C2=O)cc1 (configuration not stated)
5,COC(=O)[C@]1(C)C[C@H](C(=O)N(C)CCc2ccccn2)[C@H](c2ccccc2)N1C
4,Cc1ccc(C(=O)Nc2ccc(S(=O)(=O)NC(C)C)cc2)o1
4,Cc1ccccc1-c1nn2c(-c3ccccn3)nnc2s1
-4,Cc1cccc(NC(=O)c2ccc(Cn3nc(N4CCN(c5ccccc5)CC4)ccc3=O)o2)c1C
11,Cn1cc(CN2CCC(n3nccc3NC(=O)Nc3cccc(F)c3)CC2)cn1
5,O=C(Nc1ccc(F)c(F)c1)c1cc(F)c(N2CCCC2)c(F)c1F
-6,CCCNC(=O)CCC(=O)N1Cc2cccc(OC)c2Oc2ncccc21
1,O=S(=O)(NCc1cccc(Br)c1)c1ccc(-c2cc(C(F)(F)F)on2)s1

A different layout for 17 compounds above.
structure,RBX1-CUL1 inh
COc1ccc(N2CCN(C(=O)c3cnc(N4CCCC4)nc3C)CC2)cc1,-2
Cc1cccc(-n2nnc(-c3nnc(-c4ccccc4)o3)c2C)c1,5
CCOc1ccc(OCC)c(NS(=O)(=O)c2c(C(=O)N3CCCCCC3)c(C)n(C)c2C)c1,-4
COc1cc(/C=C/c2nc(C#N)c(NCCc3ccccc3)o2)cc(OC)c1OC,-9
O=S(=O)(Nc1ccc(S(=O)(=O)NC2CCCCC2)cc1)c1ccccc1,-6
COc1ccc2nc(CNC(=O)c3oc4ccc(C)cc4c3C)[nH]c2c1,9
CN(C)CCOc1ccc2c(c1)Sc1ccccc1CC2=O,-6
CCCNS(=O)(=O)c1cc(C(=O)NC)ccc1OC,-4
C=CCNC(=O)Nc1ccc(Cl)cn1,-4
Cc1ccc(CNC(=O)c2cn(C)c3ccc(S(=O)(=O)N(C)C4CCCCC4)cc3c2=O)cc1,3
COc1cc(-c2nnc(SCCOc3ccc(C)c(Cl)c3)o2)cc(OC)c1OC,7
O=[N+]([O-])c1ccc2nonc2c1Nc1cccc(C(F)(F)F)c1,2
Cc1ccccc1-c1noc(CSc2nnc(Cc3ccccc3)n2-c2ccc(F)cc2)n1,-1
CN(C)CCN1CC(C(=O)N2CCC(c3cc(=O)[nH]cn3)CC2)CC1=O (configuration not stated),-4
CCc1noc(C)c1C(=O)Nc1ccc(C)c(C)c1,-6
COc1ccc(Cl)cc1CN1CCN(c2ncnc3scc(-c4ccc(F)cc4)c23)CC1,12
COc1ccc(S(=O)(=O)C2C(=O)Nc3cc(C(=O)NCc4ccccc4)ccc3C2=O)cc1 (configuration not stated),5

Later entries:
RBX1-CUL1 inh,structure
2,FC(F)(F)c1cccc(N2CCN(c3ncnc4c3nc3n4CCCC3)CC2)c1
8,COc1ccccc1CN1C[C@@H]2C[C@@H](c3ccc(C)c(C)c3)N3CCC[C@@]23C1=O
3,CCCC(=O)N(c1ccc(Br)cc1)c1nc(-c2ccc(C)cc2)c(CC)s1
1,CC1=NNc2nc3c(c(=O)n(CC(C)C)c(=O)n3C)n2C1

Not all compounds are listed; the hit share may differ from the screen's.
